Abeta yeast res: restores growth of yeast expressing A-beta42 peptide; yeast expressing A-beta42, growth rescue, OD600, 48 h; response scale: 0% DMSO, 100% iron-clioquinol control; Potency, µM (titrated, usually from 46.1 µM), for the others: top-dose growth rescue, usual class: activators; AID 1347071; 410,000 compounds, 0.063% hits; also: potency is read from the fitted curve at half-maximal effect; nearly all actives have a fitted effect of over 55% in size
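Growth rescue measured by 600 nm absorbance after 48 h yeast culture at 30 C with compound. Values normalized between DMSO and an equimolar ferric chloride plus clioquinol control.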
D3 antag: antagonists of human D3 dopamine receptor. P35462. D3R cells, DiscoveRx beta-arrestin luminescence, antagonist mode; hits give low values. max response, negative = inhibition, %. 360,000 compounds, 2.5% hits; in the data active = max response below about -50%; inconclusive = no clear call, values can overlap the other calls; also: % is scaled to controls: 0 for no effect and ±100 for the full control effect; mostly tested at two doses, the higher about 12 µM
Target sequence (P35462 whole entry, looked up): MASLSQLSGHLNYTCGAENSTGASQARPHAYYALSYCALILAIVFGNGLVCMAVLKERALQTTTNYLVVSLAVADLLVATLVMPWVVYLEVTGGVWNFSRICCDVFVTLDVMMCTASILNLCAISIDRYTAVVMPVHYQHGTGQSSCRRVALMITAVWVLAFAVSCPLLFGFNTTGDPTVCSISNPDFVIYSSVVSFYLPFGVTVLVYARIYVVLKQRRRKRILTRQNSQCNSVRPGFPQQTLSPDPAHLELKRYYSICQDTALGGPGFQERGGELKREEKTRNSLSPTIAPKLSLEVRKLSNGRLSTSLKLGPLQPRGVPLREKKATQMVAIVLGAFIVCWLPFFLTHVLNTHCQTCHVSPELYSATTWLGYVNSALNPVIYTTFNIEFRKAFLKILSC
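Cells plated overnight at 1500 cells/well, then exposed to library compounds with dopamine controls for 90 minutes at 37 degrees C. DiscoveRx reagent added for 30–60 minutes at room temperature; luminescence read, quantitative HTS format.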
FUS yeast rescue: suppressors of FUS proteinopathy in yeast | S. cerevisiae FUS-expressing, growth rescue, OD600, 24 h | Potency, µM (titrated, usually from 76.6 µM), for the others: at the highest dose growth rescue (activation), most hits filed as activators | 390,000 compounds, 0.24% hits | AID 1347120;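 also: potency is read from the fitted curve at half-maximal effect; plate controls were DMSO vehicle for no effect and reference control for full effect; nearly all actives have a fitted effect of over 55% in size; some results filed as inactive show a strong effect at the top dose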
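Yeast expressing FUS under galactose induction, OD 0.005 in 2% galactose medium; compounds in a dilution series, 24 h at 30C. Growth rescue by absorbance at 600 nm; CP55940 positive control, DMSO negative.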
aSyn rescue: inhibitors of alpha-synuclein toxicity in yeast. 370,000 compounds, 0.14% hits. Yeast expressing alpha-synuclein, growth rescue, BacTiter-Glo, 24 h. Potency, µM (doses to about 46.1 µM), for inactives: top-dose growth rescue (activation), usual class: activators; also: potency is read from the fitted curve at half-maximal effect; % of control where 0% means no effect; nearly all actives have a fitted effect of over 65% in size
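Galactose-induced alpha-syn yeast (OD600=0.02, raffinose-pregrown) + pinned cpd, 24 hr, 30 deg C; growth by BacTiter-Glo luminescence. Growth restoration scores as activation.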
EPAC2 antagonist: blocks human EPAC2 exchange factor; AID 720708; Potency, µM (series often up to 114 µM), inactives show at the top dose activity, negative = inhibition, usual class: inhibitors; 360,000 compounds, 0.18% hits; Q8WZA2; EPAC2 GEF exchange of Rap1B-BODIPY-GDP, fluorescence; also: potency is read from the fitted curve at half-maximal effect; % is scaled to controls: 0 for no effect and ±100 for the full control effect; nearly all actives have a fitted effect of over 45% in size; many of its hits are not listed in these tables
TDP43 rescue: inhibitors of TDP-43 toxicity in yeast | TDP-43 expressing yeast growth rescue, BacTiter-Glo, 24 h | Potency, µM (titrated, usually from 46.1 µM), inactives show at the top dose growth rescue (activation), most hits filed as activators | 410,000 compounds, 1.8% hits | AID 652104; also: potency is read from the fitted curve at half-maximal effect; % of control where 0% means no effect; nearly all actives have a fitted effect of over 50% in size
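Readout is BacTiter-Glo luminescence of cell growth, so inhibitors register as activators. TDP-43-expressing yeast at OD600=0.02 in galactose medium, after raffinose pregrowth to mid-log, were incubated with compound for 24 hr at 30 deg C.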
D3 ag: agonists of human D3 dopamine receptor. AID 652048. P35462. 410,000 compounds, 0.58% hits. D3R DiscoveRx beta-arrestin cells, luminescence, 90 min. max activation, %; in the data active = max activation above about 30%; also: 0% is about no effect; mostly tested at two doses, the higher about 12 µM
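Cells at 1500/well, incubated overnight, then treated with pinned compounds (dopamine as control) for 90 min at 37 degrees C. DiscoveRx reagent added for 30 - 60 minutes at room temperature; luminescence read.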
EPAC2 agonist: agonists of human EPAC2 (RAPGEF4). EPAC2 activation, biochemical qHTS; response scale: 100% = 6.5 mM cAMP response. AID 720711. Q8WZA2. Potency, µM (doses to about 154 µM), without a hit: at the highest dose activation, actives largely listed as activators. 360,000 compounds, 0.079% hits; also: potency is read from the fitted curve at half-maximal effect; nearly all actives have a fitted effect of over 50% in size
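EPAC2 (100 nM) mixed with Rap1B loaded with BODIPY-GDP (250 nM) plus 50 uM unlabeled GDP; compounds pinned in, 5 min RT, then read every 5 min for 30 min (ex 480, em 540 nm). Normalized to cAMP control.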
Numbers without * were called inactive; ? = inconclusive; nt = not tested or not shown; [ ] = dose if it differs, or a comment. Unless noted, calls follow the shape of the dose curve; as a rule, active = well fitted curve in the direction sought with a large enough effect; inconclusive = small, poorly fitted or top-dose-only effect, or another doubt; inactive = no such curve, though single readings can be large; an effect the other way counts as inactive or inconclusive. Some of the compounds tested; rates above refer to the full screens.

SMILES	D3 antag	EPAC2 antagonist	EPAC2 agonist	TDP43 rescue	FUS yeast rescue	Abeta yeast res	D3 ag	aSyn rescue
CN(C)CCCNC(=O)C[C@H]1C[C@H](C(=O)N2CCOCC2)[C@@]2(C)c3[nH]c4cc(CCC(=O)N(C)C)ccc4c3CCN2C1=O	-12	1%	13%	4%	-10%	-4%	-19	1%
COc1cccc(OCCNC(=O)c2cccc(OC)c2)c1	11	11%[57.1 µM]	-20%	1%	-7%	8%	-3	-11%
C=CCN(CC(=O)NC1CC1)S(=O)(=O)c1cccc(C(F)(F)F)c1	-9	-2%	0%	-6%	-13%	-13%	-8	-9%
Cc1ccc2nc(SCC(=O)Nc3ccc(C)c(Cl)c3)nc(=O)n2c1	10	0%	-20%	17%	-2%	-4%	0	3%
CCN1C(=O)c2cccc3c(NC(=O)C(C)(C)C)ccc1c23	19	-2%	-4%	11%	-16%	3%	5	1%
O=c1ccc2ccc(O)cc2o1	10	11%	5%	0%	-19%	-17%	2	-1%
Cc1nn2c(=O)cc(COC(=O)c3ccc(F)cc3)nc2s1	nt	nt	nt	14%	0%	-11%	8	nt
O=S(=O)(NCCc1ccccc1)c1cccc2nsnc12	11	-3%	7%	7%	-1%	-18%	-4	1%
Cc1cc(C)c(C)c(S(=O)(=O)N2CCC(C(=O)NCc3cccs3)CC2)c1C	-19	-19%	5%	-17%	?	5%	0	?
Cc1oc(/C=N/NC(=O)CN(c2ccccc2Cl)S(C)(=O)=O)cc1Br	14	4%	11%	-6%	5%	-10%	0	-7%
CC(CCc1ccccc1)NC(=O)c1cc2sccc2n1C (stereo unspecified)	-2	-3%	1%	8%	12%	-22%	3	9%
CCc1nn2cc(C(=O)c3cc(Cl)ccc3O)cnc2c1-c1ccc(F)cc1	-15	-1%	-1%	-4%	24%	-24%	6	-7%
Cc1ccc(C(=O)Cn2cnc3ccccc3c2=O)cc1	4	16%	-2%	-39%[inhibitor]	20%	-5%	-4	0%
O=C(CCN1C(=O)/C(=C/C=C/c2ccccc2)SC1=S)Nc1nc2ccccc2s1	-10	-3%	-4%	-10%	33%	0%	-6	4%
CC1CC(C)CN(S(=O)(=O)N2CCC(C(=O)NCc3ccco3)CC2)C1 (stereo unspecified)	-2	2%	-1%	-10%	4%	-11%	-4	0%
COC(=O)c1cn(CC(=O)Nc2ccc(F)cc2)c2ccccc12	1	3%	8%	nt	40%	-26%	-5	-2%
O=C(COC(=O)[C@H](Cc1ccccc1)NC(=O)c1cccs1)Nc1ccccc1C(F)(F)F	-4	-6%	11%	8%	nt	7%	-1	5%
CCC(=O)c1ccc(OCc2ccc(C(=O)c3ccccc3)cc2)cc1	15	-7%	14%	6%	5%	-1%	8	1%
Cc1ccc(S(=O)(=O)NCc2nc(-c3ccccc3)no2)cc1	-7	6%	-4%	?	9%	12%	1	7%
CCCS(=O)(=O)N1CCC(C(=O)NCc2ccco2)CC1	15	-3%	2%	8%	-2%	-2%	5	-2%
COc1ccc(OCCN2CCC(C(=O)NC(c3ccc(Cl)cc3)c3cccnc3)CC2)cc1 (stereo unspecified)	20	-3%	1%	0%	1%	15%	-15	0%
CC(C)CCNC(=O)COC(=O)c1cc(Br)c(Br)s1	8	4%	-13%	16%	13%	2%	2	-9%
CCN1C(=O)[C@H]2[C@@H](c3ccc(-c4ccc5c(c4)OCO5)c(OC)c3)N[C@@](CC(C)C)(C(=O)OC)[C@H]2C1=O	-24	8%	18%	13%	24%	3%	-19	-1%
COc1ccc(C)cc1NC(=O)c1ccc(NS(=O)(=O)c2cccc3cccnc23)cc1	2	0%	2%	-8%	10%	-4%	16	5%
COc1ccc(NC(=O)CN2C(=O)CSc3ccc(S(=O)(=O)N(C)C)cc32)cc1OC	nt	nt	nt	-6%	14%	-14%	-9	nt
Cc1ccc2oc(-c3cc(NC(=O)CC(C)C)ccc3Cl)nc2c1	nt	nt	nt	2%	6%	-5%	2	nt
O=S(=O)(c1ccc2[nH]c3c(c2c1)CCCC3)N1CCCCC1	-21	?	13%	-10%	40%	-8%	-8	0%
Cc1[nH]c2ccccc2c1Cc1n[nH]c(=S)o1	0	10%	-5%	-3%	-1%	-30%	-9	-13%
CC(C)(C)c1ccc(-c2nnc(SCC(=O)NCC3CCCO3)n2N)cc1 (stereo unspecified)	-22	-4%	1%	-13%	nt	3%	-4	-1%
O=C(COc1ccccc1[N+](=O)[O-])NCCCN1CCCC1=O	0	8%	5%	5%	-9%	5%	10	7%[1.84 µM]

New compounds follow.
SMILES	D3 antag	EPAC2 antagonist	EPAC2 agonist	TDP43 rescue	FUS yeast rescue	Abeta yeast res	D3 ag	aSyn rescue
Cc1nnsc1C(=O)N1CCCC1(C)C(=O)O (stereo unspecified)	17	-8%	6%	-3%	-11%	-10%	6	1%
COc1cccc(/C=C/C(=O)OCC(=O)NCC2CCCO2)c1 (stereo unspecified)	59	8%	4%	8%	nt	-13%	1	3%
CC(=O)c1ccc(NC(=O)C2Cc3ccccc3N2C(=O)c2ccccc2)cc1 (stereo unspecified)	nt	nt	nt	0%	-4%	-19%	-6	nt
O=C(Nc1cccc(Cl)c1)c1cc(F)cc2c1OCOC2	12	2%	10%	25%	2%	8%	14	10%
Cc1ccnc(NC(=O)C2CC(=O)N(c3ccc4c(c3)OCCO4)C2)c1 (stereo unspecified)	-14	1%	10%	-6%	7%	3%	2	-8%
Cc1cc(Cl)ccc1NC(=S)N(CCCN1CCOCC1)Cc1cccs1	-29	-5%	5%	9%	15%	9%	-19	-5%
COC(=O)/C=C1/SC(=NC(=O)c2ccc(F)cc2)NC1=O	7	-2%	1%	-2%	0%	9%	11	0%
O=C1NN=C2CCCCCCCCCCC12 (stereo unspecified)	0	-16%	4%	0%	2%	2%	-4	14%
Cc1noc(C)c1COc1ccc(C(=O)NCc2ccccn2)cc1	-3	-3%	-4%	-8%	11%	23%	-2	-3%
N#CCc1ccc(NC(=O)c2cc(S(=O)(=O)N3CCOCC3)ccc2Cl)cc1	?	-1%	-5%	?	nt	5%	-25	3%
O=C(CCC(=O)N/N=C/c1ccco1)N/N=C/c1ccco1	6	7%	4%	?	-17%	12%	3	1%
COC(=O)c1ccc(C(=O)O)nc1	-15	9%	17%	-8%	8%	1%	-22	0%
CC(=O)OC(C(=O)NCc1ccco1)c1ccncc1 (stereo unspecified)	4	16%	3%	1%	18%	19%	2	-3%
O=S(=O)(NCCc1csc(-c2cccnc2)n1)c1ccc(F)cc1	-16	9%	-10%	14µM*	nt	10%	5	-13%
Cc1ccc(S(=O)(=O)N(Cc2ccccc2)c2ccccn2)cc1[N+](=O)[O-]	4	-9%	13%	?	12%	17%	-3	5%
Nc1nc(N)c2[nH]cnc2n1	0	-1%	-6%	9%	-24%	-20%	0	1%
CCn1c(=O)cc(C(F)(F)F)[nH]c1=S	0	12%	2%	-20%	-1%	-17%	6	-17%
CCCC/C=C/C(NC(=O)c1ccc(-c2ccccc2)cc1)c1ccccc1 (stereo unspecified)	6	7%	-7%	9%	-4%	5%	6	9%
OCCC1CN(CC(c2ccccc2)c2ccccc2)CCN1C1CCCC1 (stereo unspecified)	?	-12%	-1%	-11%	10%	12%	-12	-6%
O=C(Cc1ccccc1)Nc1sc2c(c1C(=O)Nc1ccc(Br)cc1)CCCC2	nt	nt	nt	7%	-2%	-4%	-8	-2%
Cc1cc(NCc2ccccn2)nc2ccccc12	-19	4%	4%	-22%	-12%	-4%	-6	-4%
CC1(C)Oc2ccc(C(=O)NC3CCCC3)cc2N(CC(=O)N2CCOCC2)C1=O	9	-2%	4%	9%	7%	-3%	0	4%
Cc1cc2c(=O)n(CC(=O)N3CCN(c4ccc(F)cc4)CC3)cnc2s1	4	4%	4%	-18%	0%	-38%[inhibitor]	1	17%
O=C(CCCl)Nc1ccc(S(=O)(=O)NCc2ccco2)cc1	6	4%	5%	-14%	4%	-6%	13	2%
CCN(CC(=O)NCc1ccccn1)S(=O)(=O)c1cc(Cl)ccc1Cl	-5	9%	4%	-10%	-5%	7%	2	-10%
CC(=O)NS(=O)(=O)c1ccc(NC(=O)CSc2ccc(Cl)cc2)cc1	-14	1%	5%	0%[9.22 µM]	29%	-6%	3	-4%
COc1cc(C(=O)Nc2cc(C(F)(F)F)ccc2-n2cncn2)cc(OC)c1OC	-11	-15%	-5%	12%	24%	-7%	-11	0%
COc1ccccc1C(=O)NC(CCSC)C(=O)NCCCSc1ccccc1 (stereo unspecified)	-14	-3%	12%	4%	24%	9%	1	1%
COc1ccc(CNCC(O)COc2cccc3c2OC(C)(C)C3)cc1 (stereo unspecified)	?	11%	-11%	-17%	8%	-11%	-10	10%
O=C(NCc1ccccc1CN1CCCC1)c1cccc(S(=O)(=O)N2CCCC2)c1	-16	0%	12%	-5%	-2%	-19%	-6	12%

Limited to Abeta yeast res and aSyn rescue (2 entries from above):
Molecule	Abeta yeast res	aSyn rescue
COC(=O)/C=C1/SC(=NC(=O)c2ccc(F)cc2)NC1=O	9%	0%
O=C1NN=C2CCCCCCCCCCC12 (stereo unspecified)	2%	14%

Next section.
SMILES	D3 antag	EPAC2 antagonist	EPAC2 agonist	TDP43 rescue	FUS yeast rescue	Abeta yeast res	D3 ag	aSyn rescue
OCCC1CN(Cc2c(F)cccc2Cl)CCN1C1CCCCC1 (stereo unspecified)	0	1%	7%	4%	8%	-3%	-4	1%
O=C(CN1CCN(c2ccccc2O)CC1)Nc1ccc(S(=O)(=O)N2CCCCCC2)cc1	-1	-13%	10%	4%	39%	20%	8	-7%
CC(C)c1cc(Cn2c3ccccc3c(=O)n2C(C)Cn2cc(CCc3ccccc3)nn2)on1 (stereo unspecified)	3	5%	1%	9%	18%	2%	5	0%
O=[N+]([O-])c1cccc(C2=NC(c3ccccc3)CO2)c1 (stereo unspecified)	23	6%	6%	-2%	-10%	12%	-13	-3%
COC(=O)c1cc(C(=O)OC)n(Cc2ccc(F)cc2)n1	-8	1%	1%	-2%	-18%	-5%	-6	0%

Compound activity from PubChem.
